GPR151 activ = activators of human GPR151, primary screen, cell-based, PathHunter beta-arrestin, luminescence; G-protein coupled receptor 151 (Homo sapiens), Q8TDV0; PathHunter beta-arrestin GPR151 cells; activation, % at 11.2 µM; 650,000 tested, 1% active; AID 1508602, 2020; in the data active = activation above about 4.9%;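 also: 0% = median of compound wells and 100% = cells with positive control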
Target sequence (Q8TDV0 whole entry, looked up): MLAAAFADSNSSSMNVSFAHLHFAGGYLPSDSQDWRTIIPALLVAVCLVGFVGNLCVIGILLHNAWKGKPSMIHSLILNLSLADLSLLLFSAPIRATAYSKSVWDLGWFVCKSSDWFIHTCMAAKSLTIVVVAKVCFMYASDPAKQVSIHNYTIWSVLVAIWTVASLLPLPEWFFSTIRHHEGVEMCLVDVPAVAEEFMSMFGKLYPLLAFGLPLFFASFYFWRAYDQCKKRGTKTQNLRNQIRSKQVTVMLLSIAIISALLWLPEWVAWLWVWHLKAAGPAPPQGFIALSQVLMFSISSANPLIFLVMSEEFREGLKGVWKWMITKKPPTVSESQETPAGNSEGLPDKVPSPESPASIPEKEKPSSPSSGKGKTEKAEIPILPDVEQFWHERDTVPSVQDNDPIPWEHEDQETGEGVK
FBW7 activator = FBW7 E3 ligase activators, primary screen, biochemical, AlphaScreen, human; AlphaScreen FBW7–phospho-cyclin E peptide binding, activator screen; normalized activity (activation), % at 26.1 µM; 650,000 tested, 0.13% active; F-box/WD repeat-containing protein 7 (Homo sapiens), Q969H0; AID 1259310, 2017; in the data active = normalized activity above about 1.9%;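 also: purified mutant Fbw7 with reduced substrate affinity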
MITF primary = MITF inhibitors, primary screen, biochemical, AlphaScreen, human | Microphthalmia-associated transcription factor (Homo sapiens), O75030 | inhibition, % at 2.6 µM | 650,000 tested, 0.91% active | AlphaScreen MITF homodimerization, bead proximity signal; in the data active = inhibition above about 50%;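 also: 0% = vehicle wells with protein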
Target sequence (O75030 whole entry, looked up): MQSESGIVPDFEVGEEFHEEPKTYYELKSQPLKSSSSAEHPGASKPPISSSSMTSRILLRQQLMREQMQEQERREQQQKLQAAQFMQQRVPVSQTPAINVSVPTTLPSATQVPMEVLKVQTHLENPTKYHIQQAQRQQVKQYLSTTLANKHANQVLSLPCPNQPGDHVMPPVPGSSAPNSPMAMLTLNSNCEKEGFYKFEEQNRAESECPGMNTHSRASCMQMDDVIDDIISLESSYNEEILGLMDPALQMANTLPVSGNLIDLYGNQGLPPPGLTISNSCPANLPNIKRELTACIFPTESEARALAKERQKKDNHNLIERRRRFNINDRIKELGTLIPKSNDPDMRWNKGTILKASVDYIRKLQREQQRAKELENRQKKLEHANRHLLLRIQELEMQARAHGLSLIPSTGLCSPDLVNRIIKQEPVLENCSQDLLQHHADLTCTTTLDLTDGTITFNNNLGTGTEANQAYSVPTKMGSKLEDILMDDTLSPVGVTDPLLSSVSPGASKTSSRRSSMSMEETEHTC
TEAD-YAP block = TEAD-YAP interaction inhibition, primary screen, TEAD-YAP interaction inhibitor project, luminescence, HEK-TIYL cells | TEAD-Gal4/YAP UAS-luciferase luminescence | inhibition, % at 9.12 µM | 640,000 tested, 1.4% active; in the data active = inhibition above about 32%;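 also: 0% = median of test compound wells and 100% = reference inhibitor wells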
Active calls of the source: *; / = no result given.

A first look:
SMILES	GPR151 activ	FBW7 activator	MITF primary	TEAD-YAP block
Cc1ccc2c(c1)C1NC(=S)N(c3ccccc3)C(C)(O2)C1C(=O)N(C)C (stereo unspecified)	-0.3	-0.1	4	6
CCOc1nc(NCCO)nc(NC(C)C)n1	-0.4	0.4	26	0
CCOC(=O)c1c(C)[nH]c(C(=O)C(C)OC(=O)CSCc2c(C)noc2C)c1C (stereo unspecified)	1.4	0.0	-2	9
CCCn1c(SCC(=O)NCc2ccco2)nnc1-c1ccccn1	-0.8	-0.1	12	-11

The listing, repeating the preview:
SMILES	GPR151 activ	FBW7 activator	MITF primary	TEAD-YAP block
Cc1ccc2c(c1)C1NC(=S)N(c3ccccc3)C(C)(O2)C1C(=O)N(C)C (stereo unspecified)	-0.3	-0.1	4	6
CCOc1nc(NCCO)nc(NC(C)C)n1	-0.4	0.4	26	0
CCOC(=O)c1c(C)[nH]c(C(=O)C(C)OC(=O)CSCc2c(C)noc2C)c1C (stereo unspecified)	1.4	0.0	-2	9
CCCn1c(SCC(=O)NCc2ccco2)nnc1-c1ccccn1	-0.8	-0.1	12	-11
CCN1CCN(c2nnc(-c3ccccc3)c3ccccc23)CC1	-1.0	0.2	-9	1
CCOC(=O)C1=C(CSc2nc(-c3cccs3)cc(-c3ccc(F)cc3)c2C#N)OC(N)=C(C#N)C12C(=O)Nc1ccccc12 (stereo unspecified)	1.2	-0.2	0	-13
CC(=O)c1ccc(NC(=O)CSc2nnc(CCc3nc4ccccc4[nH]3)n2C)cc1	-1.5	0.3	4	8
COc1ccccc1CNC(=O)Cn1c(=O)oc2cc(S(=O)(=O)N3CCCC3)ccc21	0.1	0.3	3	2
COCc1nnc(NC(=O)C(C)Oc2ccccc2)s1 (stereo unspecified)	-0.2	0.1	6	-9
CCN(CC)C(=O)CCNS(=O)(=O)c1ccc(OC)c(N(C)S(C)(=O)=O)c1	-1.2	-0.2	3	-9
CN(c1ccccc1)S(=O)(=O)c1nnc(NC(=O)C23CC4CC(CC(C4)C2)C3)s1	0.2	-0.1	7	9
COc1ccccc1CC(=O)NNC(=O)c1ccc(C(C)(C)C)cc1	1.3	0.1	-9	-4
COc1ccc(OC)c(-n2c(CNC(=O)c3cc(OC)c(OC)c(OC)c3)nnc2SCC(=O)N2CCc3ccccc32)c1	0.2	-0.1	3	-1
CCCC(=O)N1CCc2cc(OC)c(OC)cc2C1COc1ccc(C(C)C)cc1 (stereo unspecified)	-0.3	-0.1	-5	-11
Cc1ccc(SCCC(=O)Nc2nc3c(s2)CCCC3)cc1	-0.1	0.2	21	5
CCOC(=O)CCN1C(=O)[C@H]2[C@H]3[C@H](O)[C@H](O)C/C(=N\OC[C@@H](O)COCc4ccco4)[C@H]3CC[C@H]2C1=O	1.0	0.3	16	/
Cc1cccc(C(=O)NNC(=O)COc2cc(C)c(Cl)c(C)c2)c1	0.6	0.0	3	9
Cc1cc2ccccc2n2c(=O)n(CC(=O)N(C)C)nc12	-0.3	0.2	9	0
COc1ccc(NC(=O)CSc2n[nH]c(-c3ccco3)n2)c([N+](=O)[O-])c1	-0.1	-0.1	-10	12
COc1cc(C=C2C(=O)N(C)C(=S)N(C)C2=O)cc([N+](=O)[O-])c1O	3.0	0.2	19	3
CCCCN1C(=O)/C(=C2\SC(=S)N(CCCOCC)C2=O)c2ccccc21	2.1	-0.1	11	4
COc1cc(NC(=O)c2ccccc2SC)c(C(=O)O)cc1OC	3.6	0.0	-4	5
O=C(c1cn(-c2ccc(Cl)cc2)c(=O)c2ccccc12)N1CCCc2ccccc21	2.5	-0.1	-4	-10
Cc1cc(=O)cc(C)n1-c1ccc(I)cc1	3.1	-0.1	-1	-35
COc1ccc(C2CC(=O)C3=C(C2)NC(C)=C(C(=O)OCCOc2ccccc2)C3c2ccc(OCc3ccccc3)c(OC)c2)cc1 (stereo unspecified)	0.9	-0.1	-1	4

Reformatted in CSV form: part of the list above.
structure,GPR151 activ,FBW7 activator,MITF primary,TEAD-YAP block
CCOC(=O)CCN1C(=O)[C@H]2[C@H]3[C@H](O)[C@H](O)C/C(=N\OC[C@@H](O)COCc4ccco4)[C@H]3CC[C@H]2C1=O,1.0,0.3,16,/
Cc1cccc(C(=O)NNC(=O)COc2cc(C)c(Cl)c(C)c2)c1,0.6,0.0,3,9
Cc1cc2ccccc2n2c(=O)n(CC(=O)N(C)C)nc12,-0.3,0.2,9,0
COc1ccc(NC(=O)CSc2n[nH]c(-c3ccco3)n2)c([N+](=O)[O-])c1,-0.1,-0.1,-10,12
COc1cc(C=C2C(=O)N(C)C(=S)N(C)C2=O)cc([N+](=O)[O-])c1O,3.0,0.2,19,3

More structures follow.
SMILES	GPR151 activ	FBW7 activator	MITF primary	TEAD-YAP block
O=C(CSc1nnc2c(n1)[nH]c1ccc(S(=O)(=O)N3CCOCC3)cc12)Nc1ccccc1C(F)(F)F	0.9	0.0	15	-5
CC(C)(C)c1ccc(-c2nnc(NC(=O)Nc3ccc(Cl)cc3)s2)cc1	0.7	0.0	1	-4
C=CCn1c(=N)c(-c2nc3ccccc3s2)cc2c(=O)n3ccccc3nc21	-1.7	-0.1	-15	2
COc1ccc(C(=O)NCCc2cc3ccc(C)cc3[nH]c2=O)cc1OC	0.2	-0.2	3	-3
COc1ccc(CN2CCC(n3cnc4cccnc43)CC2)cc1	-0.5	0.1	1	1
CC(C)[C@H]1CN(Cc2ccco2)CCN1C(=O)c1ccc2nsnc2c1	0.2	0.0	-3	-1
COC(=O)C1=CN(CCc2ccc(F)cc2)C=C(C(=O)OC)C1c1ccsc1	-1.7	0.4	-4	13
Cn1c(=O)n(C)c2cc(C(=O)Cc3ccccc3)ccc21	1.5	0.1	1	1
O=C(Oc1ccc(N(C(=O)c2ccccc2)S(=O)(=O)c2ccccc2)c2ccccc12)c1ccccc1	0.2	-0.2	-5	6
COc1ccc(C2/C(=C(\O)c3ccccc3)C(=O)C(=O)N2c2cccnc2)cc1 (stereo unspecified)	0.2	0.0	-2	2
Cc1ccc(S(=O)(=O)C(NC(=O)CCl)C(Cl)(Cl)Cl)cc1 (stereo unspecified)	0.5	-0.3	0	-2
CCOC(=O)c1cc2c(=O)n3ccccc3nc2n(Cc2ccccc2)c1=NC(C)=O	-0.3	0.0	9	-3
CCC1CN(CCNC(=O)CCC2=NNC(=O)CC2)Cc2cc(OC)ccc2O1 (stereo unspecified)	-0.6	0.9	18	6
O=C(CNc1ccc(F)cc1)N/N=C/c1ccc(C(F)(F)F)cc1	-1.4	-0.2	-10	2
COc1cccc(OC)c1C(=O)Oc1cccc2ccc(C)nc12	-1.5	0.4	8	4
CCCN(c1ccccc1CC)S(=O)(=O)c1cc(Br)cnc1N	-0.5	0.5	17	-12
O=C(NCCc1ccc(Cl)cc1)C1CCCN(C(=O)N2CCOc3ccccc32)C1 (stereo unspecified)	-1.8	0.4	1	12
CCCc1cc(=O)[nH]c(-n2nc(C)cc2NC(=O)c2cccc(Cl)c2)n1	1.4	2.4*	-1	6
O=C1N[C@@H](Cc2ccc(O)cc2)C(=O)N2CCN(C(=O)NCc3ccccc3)C[C@H]12	-1.9	-0.2	64*	4
COc1ccc(CCC(=O)Nc2cc(-c3cn4nc(OC)ccc4n3)ccc2C)cc1	-0.5	-0.2	-3	-3
Cc1ccc(N2CCN(C(=O)Cn3nnnc3CN3CCCCCC3)C(C)C2)cc1 (stereo unspecified)	-0.6	-0.1	12	0
COC(=O)c1c[nH]n2c(=O)c(Cc3cccc(Cl)c3)c(C)nc12	-0.1	0.1	-1	18
Cc1ccc(NC(=O)C2CCCN2S(=O)(=O)c2ccc3c(c2)CCC(=O)N3)cc1C (stereo unspecified)	0.0	-0.2	7	3
Cc1cccc(NC(=O)N2CCCC2C(=O)NC(C)(C)C)c1 (stereo unspecified)	-0.3	0.0	13	2
Cc1onc(-c2ccccc2)c1CNS(=O)(=O)c1cccs1	-0.9	0.3	-16	5

More results follow:
SMILES	GPR151 activ	FBW7 activator	MITF primary	TEAD-YAP block
CC1CCc2c(sc(NC(=O)c3cncc(Br)c3)c2C#N)C1 (stereo unspecified)	-2.2	-0.1	-8	-13
O=C(CSc1nc2ccsc2c(=O)n1Cc1ccccc1)NCc1ccccc1Cl	-1.4	0.3	23	-7
Cc1cccc(CCNC(=O)Cc2ccc(NC3=NC4CS(=O)(=O)CC4S3)cc2)c1 (stereo unspecified)	-0.8	-0.2	-5	-7
Cc1ccsc1/C=C(/C#N)C(=O)NCc1ccccc1	-0.8	0.1	8	-11
O=C(COC(=O)C1=COCCO1)Nc1ccc(OC(F)F)cc1	-0.6	0.0	-8	7
COc1ccccc1C(=O)Nc1ccc(-c2nc3ncccc3o2)cc1	-0.2	-0.1	13	-8
COc1ccc(CC(=O)Nc2nc3c(s2)Cc2ccccc2-3)cc1C	1.0	-0.2	0	-6
O=C(NCc1ccccn1)c1ccccc1O	-0.2	-0.1	12	-28
CCC(=O)NC(c1cccs1)c1c(O)ccc2ccccc12 (stereo unspecified)	1.2	-0.1	-7	-1
O=C1c2ccccc2-c2ccc(O)c3cccc1c23	3.3	0.5	31	-1
O=C1c2ccc(Oc3ccc4c(c3)C(=O)N(c3ncccn3)C4=O)cc2C(=O)N1c1ncccn1	-1.0	-0.1	9	-10
O=C1O/C(=C/Br)CC[C@@H]1c1cccc2ccccc12	0.0	/	-6	/
NC(=O)/C(=C\c1ccco1)NC(=O)c1ccccc1	-0.2	0.0	-1	-10
CCOc1ccc(/C(O)=C/c2nc3cc(S(=O)(=O)CC)ccc3oc2=O)cc1	-0.3	0.1	25	5
CCCNc1nc(-c2c(C)noc2C)nc2c1ncn2C1CCCCC1	5.5*	-0.1	-1	-46
O=[N+]([O-])c1ccc(Cl)c(C2N(c3ccccc3)CCN2c2ccccc2)c1	-0.8	0.0	-9	-8
COc1ccc(CCNc2nc(Nc3ncccn3)nc3c2ncn3C(C)C)cc1	0.7	0.1	9	20
CCC1CCCCN1CCCNC(=O)Cn1c2ccccc2c2nc(=O)cc(C)n21 (stereo unspecified)	0.8	0.0	6	11
O=C1N(Cc2cccc(Cl)c2)C[C@@H]2C[C@@H](c3ccccc3)N3CCC[C@@]123	0.0	-0.1	-2	5
CCc1nn(CC(=O)NCCCN2CCc3ccccc3C2)c(=O)c2cc3sccc3n12	0.1	0.0	-6	-1
COc1ccc2c(c1)CC(c1nc3c(OCCCO)cc(-c4ccnc(N)n4)cc3[nH]1)CO2 (stereo unspecified)	-1.3	1.1	9	0
CCCCC1(O)C(C)C(c2ccccc2)NC(c2ccccc2)C1C (stereo unspecified)	2.6	0.0	1	7
Cc1[nH]c(-c2ccc(F)cc2)cc1C(=O)N1CCCCCC1	1.8	0.1	-4	-3
O=C(c1cnc(N2CCN(c3ccccn3)CC2)c2ccccc12)N1CCN(c2ccccn2)CC1	0.7	0.5	10	28
S=C(NCc1ccc2c(c1)OCO2)NC1CCCC1	0.6	-0.3	-9	-2

The list goes on:
SMILES	GPR151 activ	FBW7 activator	MITF primary	TEAD-YAP block
CCCCCSc1ncnc2c1c(-c1ccccc1)cn2-c1ccc(F)cc1	1.7	0.2	15	-3
COc1ccc(-c2n[nH]c(=S)n2/N=C/c2ccc(OC)c(OC)c2)cc1	0.1	-0.1	-19	-17
O=S(=O)(NC1c2ccccc2Oc2ccccc21)c1ccc(F)cc1	-1.4	-0.1	2	-2
CCOC(=O)c1cc(-c2cccnc2)nc2c1c(C)nn2-c1ccccc1	-1.4	-0.1	-4	19
CC(NC(=O)CCc1nnc2ccc(N3CCCCC3)nn12)c1ccc2c(c1)OCCO2 (stereo unspecified)	-1.1	-0.1	5	-1
O=C(OCc1nnc(-c2ccccc2)o1)c1cccc2ccccc12	-0.1	0.3	-16	-14
Cc1ccc(-n2ncc3c(=O)n(CC(=O)NCc4ccc5c(c4)OCO5)cnc32)cc1C	2.6	0.0	-6	6
COc1nc(NCc2ccccc2)nc(Nc2cccnc2)n1	2.5	0.2	-1	5
COc1ccc(C)cc1NC(=O)Cn1ncc2c1-c1ccccc1OC2	0.3	-0.1	-3	-12
CCCn1c(=O)c2c(nc3n(-c4ccc(OC)cc4)c(C)cn23)n(C)c1=O	-0.2	0.0	-3	-3
COc1ccc(-n2c(C)nc3cc(C(=O)NCc4ccccc4OC)ccc32)cc1	-1.3	0.2	9	-10
CCOC(=O)C1=CN(Cc2ccc(F)cc2)C=C(C(=O)OCC)C1c1cccc(Oc2ccccc2)c1	0.1	0.1	5	-2
O=C(CSCc1ccccc1)Nc1cc(-c2ccccc2)nn1CCO	-0.1	0.0	-10	-4
COc1ccc(C(=O)N2CCCCCC2)c(OC)c1	-1.6	0.1	5	3
N#Cc1c(NC(=O)/C=C/c2cccc([N+](=O)[O-])c2)sc2c1CCCC2	1.0	0.0	1	-2
Cc1nc(CCNC(=O)CC2C(=O)NCCN2Cc2ccoc2)sc1C (stereo unspecified)	-1.8	0.1	13	0
CCOC(=O)Cn1c(=O)n(Cc2ccc(F)cc2)c(=O)c2cccnc21	-1.6	-0.1	5	-17
O=C(Nc1ccc2c(c1)OCCO2)C1CCN(C(=O)c2ccc(Br)cc2)CC1	0.6	0.0	0	-5
O=c1c(=NNc2nn[nH]n2)c(=O)c2ccccc12	-0.2	-1.2	5	98*
COCSc1ccc(C(=O)OCC(=O)c2ccc(Br)cc2)cc1	-0.2	-0.1	-17	-2
N#Cc1c(SCC(=O)c2ccc(Br)cc2)nc2c(c1-c1ccccc1)CC/C2=C/c1ccccc1	-1.0	0.8	15	-5

Source: PubChem BioAssay (The Scripps Research Institute Molecular Screening Center)
